# HEK293 tox – qHTS of GLP-1 Receptor Inverse Agonists: Cytotox Screen. 410,000 tested, 0.13% active. Potency, µM (top dose mostly 38.3 µM), without a hit: at the highest dose activity change, negative = inhibition, hits mostly inhibitors. HEK293 cAMP-luciferase reporter cells, luminescence, 24 h. AID 624418, 2012;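 also: loss of luciferase light is scored as toxicity; potency is read from the fitted curve at half-maximal effect; % is scaled to controls: 0 for no effect and ±100 for the full control effect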
#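 Step one: seed cells (200 cells/uL, DMEM with 10% Nu serum, 1% pen-strep). Step two: 12-hour incubation at 37 deg C. Step three: pin 23 nL compound, incubate 24 hr. Step four: add luciferase reagent, read luminescence 12 min later.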
# GLP1R inv ag – qHTS of GLP-1 Receptor Inverse Agonists (Inhibition Mode) | Glucagon-like peptide 1 receptor (Homo sapiens), P43220 | HEK293 GLP-1R CRE-luciferase, luminescence, 24 h; GLP-1R form is constitutively active | Potency, µM (titrated, usually from 38.3 µM), without a hit: at the top dose activity change, negative = inhibition, hits mostly inhibitors | 410,000 tested, 1.6% active; also: potency is read from the fitted curve at half-maximal effect; % is scaled to controls: 0 for no effect and ±100 for the full control effect; nearly all actives have a fitted effect of over 55% in size
# Target sequence (P43220 whole entry, looked up): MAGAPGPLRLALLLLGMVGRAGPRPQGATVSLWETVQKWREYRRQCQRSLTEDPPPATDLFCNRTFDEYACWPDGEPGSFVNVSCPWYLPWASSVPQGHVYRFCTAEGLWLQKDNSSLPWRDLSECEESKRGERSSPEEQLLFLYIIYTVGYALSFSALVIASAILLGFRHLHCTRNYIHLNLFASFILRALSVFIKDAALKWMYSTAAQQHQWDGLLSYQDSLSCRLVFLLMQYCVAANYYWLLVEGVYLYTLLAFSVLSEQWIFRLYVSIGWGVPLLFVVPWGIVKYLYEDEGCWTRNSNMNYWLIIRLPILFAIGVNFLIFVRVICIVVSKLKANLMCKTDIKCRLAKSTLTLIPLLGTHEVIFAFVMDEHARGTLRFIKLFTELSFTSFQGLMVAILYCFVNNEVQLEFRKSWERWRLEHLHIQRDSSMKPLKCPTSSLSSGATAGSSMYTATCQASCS
#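 Assay principle: reduced luminescence from a cAMP-responsive reporter in HEK293 cells co-expressing a constitutively active GLP-1R. Conditions: 24 hr compound incubation, 37 deg C, 5% CO2.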
# PTHR1 ag – qHTS for PTHR1 Agonists: Primary Screen; Parathyroid hormone/parathyroid hormone-related peptide receptor (Homo sapiens), Q03431; HEK293 GP2 PTHR1 cells, GloSensor cAMP luminescence, 1 h; Potency, µM (highest dose often 115 µM), for inactives: at the top dose activation, hits mostly activators; 410,000 tested, 0.075% active; AID 743266, 2014; also: potency is read from the fitted curve at half-maximal effect; nearly all actives have a fitted effect of over 55% in size; some results filed as inactive show a strong effect at the top dose; inactives centre near -15; many of its hits are not listed in these tables
# Target sequence (Q03431 whole entry, looked up): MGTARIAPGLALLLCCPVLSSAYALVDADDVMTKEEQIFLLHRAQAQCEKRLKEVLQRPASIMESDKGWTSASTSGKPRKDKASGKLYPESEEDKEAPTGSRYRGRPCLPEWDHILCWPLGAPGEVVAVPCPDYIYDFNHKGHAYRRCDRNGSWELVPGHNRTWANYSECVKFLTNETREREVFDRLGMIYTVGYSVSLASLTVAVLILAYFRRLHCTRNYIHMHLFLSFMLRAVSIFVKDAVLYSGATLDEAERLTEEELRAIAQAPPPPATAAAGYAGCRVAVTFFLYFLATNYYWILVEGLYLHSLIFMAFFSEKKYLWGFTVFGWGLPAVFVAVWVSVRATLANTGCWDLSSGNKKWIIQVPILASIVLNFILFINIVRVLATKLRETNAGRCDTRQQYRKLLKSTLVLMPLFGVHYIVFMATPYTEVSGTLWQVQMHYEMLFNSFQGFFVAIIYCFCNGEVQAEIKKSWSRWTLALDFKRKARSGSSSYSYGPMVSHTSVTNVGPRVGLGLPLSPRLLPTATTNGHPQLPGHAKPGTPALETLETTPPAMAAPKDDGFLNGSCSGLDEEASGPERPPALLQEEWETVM
#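 HEK-293-derived GP2 cells expressing PTHR1 and a GloSensor cAMP reporter, 3,000/well, plated overnight, given luciferin plus IBMX (each 0.5 mM as added) for 1 h at 37 °C, then compound for 1 h at 37 °C. Luminescence was read after 15 min at room temperature.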
# TDP43 rescue – qHTS of TDP-43 Inhibitors; TDP-43 expressing yeast growth rescue, BacTiter-Glo, 24 h; Potency, µM (top dose mostly 46.1 µM), inactives show at the highest dose growth rescue (activation), usual class: activators; 410,000 tested, 1.8% active; AID 652104, 2013; also: potency is read from the fitted curve at half-maximal effect; % of control where 0% means no effect; nearly all actives have a fitted effect of over 50% in size
#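 Galactose-induced TDP-43 yeast, OD600=0.02, compound pinned; 24 hr, 30 deg C; BacTiter-Glo luminescence for growth. Inhibitors of TDP-43 toxicity read as activators.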
# Akt phos inh – HTS Assay for Inhibitors of Akt Phophorylation: Primary Screen; 360,000 tested, 0.32% active; activity change, % for hits at 50 µM; Neuro2A IGF-stimulated pAkt S473 HTRF, 20 min; stronger effect = lower value; in the data active = activity change below about -80%; inconclusive = mostly about -51% to -80%; also: % is scaled to controls: 0 for no effect and ±100 for the full control effect
#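 Single-point screen (50 µM final compound) in Neuro2A cells stimulated 20 min with 6 nM IGF at 37 deg C. After lysis, Ser473-phosphorylated Akt read by HTRF (ex 330 nm, em 615/665 nm) as the 665/615 ratio.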
# aSyn yeast inh – qHTS of alpha-syn Inhibitors. AID 652106, 2013. Yeast expressing alpha-synuclein, growth rescue, BacTiter-Glo, 24 h. 370,000 tested, 0.14% active. Potency, µM (doses to about 46.1 µM), for inactives: at the top dose growth rescue (activation), most hits filed as activators; also: potency is read from the fitted curve at half-maximal effect; % of control where 0% means no effect; nearly all actives have a fitted effect of over 65% in size
#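 Readout is rescue of growth in alpha-synuclein-expressing yeast, so inhibitors of toxicity appear as activators. Growth after 24 hr at 30 deg C in galactose medium is quantified by luminescence.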
# FUS suppressor – qHTS for Suppressors of FUS Proteinopathy: Primary screen using FUS-linked yeast assay | S. cerevisiae FUS-expressing, growth rescue, OD600, 24 h | Potency, µM (highest dose often 76.6 µM), without a hit: top-dose growth rescue (activation), hits mostly activators | 390,000 tested, 0.24% active | AID 1347120, 2019;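 also: potency is read from the fitted curve at half-maximal effect; plate controls were DMSO vehicle for no effect and reference control for full effect; nearly all actives have a fitted effect of over 55% in size; some results filed as inactive show a strong effect at the top dose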
#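 Toxicity suppression screen in FUS-yeast. Cells induced with 2% galactose, starting OD 0.005, treated 24hr at 30C with compounds at multiple final concentrations; growth by OD600.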
# Abeta rescue – qHTS for compounds that reverse cellular toxicity of Amyloid beta (A-beta) peptide in yeast: Primary Screen. yeast expressing A-beta42, growth rescue, OD600, 48 h; response scale: 0% DMSO, 100% iron-clioquinol control. Potency, µM (highest dose often 46.1 µM), for the others: at the top dose growth rescue, actives largely listed as activators. 410,000 tested, 0.063% active. AID 1347071, 2019; also: potency is read from the fitted curve at half-maximal effect; nearly all actives have a fitted effect of over 55% in size
#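 Yeast A-beta toxicity model in growth medium with pinned compounds, 48 h at 30 C; growth read as absorbance at 600 nm. Normalized to FeCl3/clioquinol equimolar mix (positive) and DMSO (negative).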
# MmCpn inh – Inhibitors of TCP-1 ring complex (TRiC) of Methanococcus maripaludis (MmCpn): qHTS. Chaperonin Mm-Cpn (Methanococcus maripaludis). AID 504842, 2011. Potency, µM (doses to about 76.9 µM), without a hit: at the top dose activity, negative = inhibition, actives largely listed as inhibitors. purified Mm-Cpn ATPase, ADP Transcreener TR-FRET. 330,000 tested, 0.031% active; also: potency is read from the fitted curve at half-maximal effect; % is scaled to controls: 0 for no effect and ±100 for the full control effect; nearly all actives have a fitted effect of over 80% in size
#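 Compound-treated chaperonin, 25 nM final, turns over 10 uM ATP at 37°C for 30 min following a 10 min preincubation; ADP generated competes with ADP-d2 for Eu-cryptate antibody, lowering FRET.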
# * hit, by the source's call; i = inactive; ? = inconclusive; · = no result given; [ ] = remark or other dose. Unless noted, calls follow the shape of the dose curve; as a rule, active = well fitted curve in the direction sought with a large enough effect; inconclusive = small, poorly fitted or top-dose-only effect, or another doubt; inactive = no such curve, though single readings can be large; an effect the other way counts as inactive or inconclusive. A portion of the library (hit frequency here may not be typical).
# Second line of a record – HEK293 tox	GLP1R inv ag	PTHR1 ag	TDP43 rescue	Akt phos inh	aSyn yeast inh	FUS suppressor	Abeta rescue	MmCpn inh
O=C(CSc1nnnn1C1CCCCC1)NCc1cccs1
→ -8%	-15%	-8%	7%	i	0%	-31%	-11%	1%
Cc1ccc(Sc2c(C=O)c3ccccc3n2C)cc1
→ ?	5.6µM*	i	14%	i	-16%	11%	13%	-19%
COc1ccc(C(=O)NCCNc2nc3cc(C)cc(C)c3cc2C#N)nc1
→ 3%	26%	i	6%	i	-3%	-9%	-9%	·
CCCCCNC(=O)C1CCC(Cn2c(=O)c3sccc3n(CC)c2=O)CC1 (stereo not drawn)
→ -1%	9%	-25%	?	·	·	-21%	-45%[inhibitor]	·
COc1cc2c(cc1OC)N1C(=O)CC(OCC(=O)O)C3C4CC5(CCN5C(=O)C4=O)C2C31 (stereo not drawn)
→ 9%	55%[activator]	-23%	-9%	i	-6%	-5%	-11%	-1%
O=C(CNC(=O)c1cccc(F)c1)N/N=C/C=C/c1ccccc1
→ 1%	-16%	i	-8%	i	-6%	-2%	-9%	-4%
O=S(=O)(c1cccc(Br)c1)N1CCN(c2ccnc3cc(Cl)ccc23)CC1
→ 8%	?	-78%[inhibitor]	-6%	i	-17%	25%	-7%	-6%
CCN(CC)c1ccc(/C=N/NC(=O)c2cccc(S(=O)(=O)Nc3ccccc3OC)c2)cc1
→ 37%[activator]	?	-7%	16%	i	0%	30%	-22%	-10%
CCCN1Cc2cccc(C(=O)Nc3cc(Cl)ccc3C)c2C1=O
→ 1%	-8%	i	15%	·	·	-9%	-7%	·
Cc1cc(C)c(S(=O)(=O)c2ccccc2C)c(Oc2ccccc2)n1
→ 7%	-8%	-14%	?	i	-10%	·	-19%	0%
CCCCc1ccc(NC(=O)Cn2cnc3c2c(=O)n(C)c(=O)n3C)cc1
→ 1%	-7%	-21%	11%	·	·	7%	-8%	·
Cc1cccc(Oc2ccccc2N)c1
→ 9%	2%	-7%[57.5 µM]	-6%	·	1%	19%	-25%	1%
Cc1ccc(S(=O)(=O)Nc2cccc(-c3cn4cccc(C)c4n3)c2)cc1
→ -1%	1%	-27%	16%[9.22 µM]	·	·	-1%	-1%	·
O=C(OCC(=O)N1CCN(c2ccccc2)CC1)c1ccccc1[N+](=O)[O-]
→ -2%	?	-25%	0%	i	7%	-3%	14%	2%
Clc1cccc(-n2ncc3c(NCCCN4CCOCC4)ncnc32)c1
→ -7%	?	-12%	18%	·	·	-23%	-13%	·

# (continued)
# Second line of a record – HEK293 tox	GLP1R inv ag	PTHR1 ag	TDP43 rescue	Akt phos inh	aSyn yeast inh	FUS suppressor	Abeta rescue	MmCpn inh
CN(CCNC(=O)C1(O)c2ccccc2NC(=O)N1c1ccccc1)Cc1ccccc1 (stereo not drawn)
→ -13%	-3%	i	-6%	i	-10%	23%	-19%	0%
N#CC(=C1C=CC(=NO)C(Cl)=C1)c1ccc(Cl)cc1
→ -19%	?	-6%	?	i	0%	·	14%	·
COCCNc1ncnc2c1ncn2[C@H]1CN(Cc2ccc(OC)cc2)C[C@@H](CO)O1
→ -6%	17%	-21%	11%	i	-1%	-10%	0%	·
O=C1CCCN1c1ccc(S(=O)(=O)NCc2ccc(F)cc2)cc1
→ -9%	-4%	-17%	24%	i	15%	1%	-17%	1%
N=c1oc2ccc(Cl)cc2cc1C(=O)Nc1ccc(F)cc1
→ 15%	61%[activator]	-1%	12%	i	-2%	8%	-9%	-1%
CS(=O)(=O)c1ccc(-c2sc3ccccc3c2C(=O)NCCCN2CCOCC2)cc1
→ -11%	9%	0%	21%	i	1%	-2%	9%	0%
O=C(Nc1ccc(F)cc1F)c1ccc2c(c1)CCN2S(=O)(=O)c1ccc(Cl)cc1
→ -4%	?	-21%	-16%	·	·	8%	5%	·
CCOC(=O)c1c(C)c(C)n(Cc2cccc(OC)c2OC)c1C
→ 10%	?	-94%[inhibitor]	1%	i	-14%	27%	0%	0%
CC(C)(C)OC(=O)N1CCC(c2c(C(=O)N3CCC(c4ccccc4)C3)cnn2-c2cccc(Cl)c2)CC1 (stereo not drawn)
→ -2%	12%	-17%	2%	·	·	12%	-5%	·
CCn1c(C2CC(=O)N(Cc3ccccc3)C2)nc2ccccc21 (stereo not drawn)
→ 4%	9%	i	?	i	0%	-15%	-6%	-4%
COCCNC(=S)N/N=C/c1ccc2c(c1)OCCO2
→ -11%	-28%	-22%	19%	i	2%	-16%	?	0%
O=c1c2ccccc2oc2nc(C3CCCCC3)n(Cc3ccco3)c(=O)c12
→ -23%	-16%	-11%	-20%	i	6%	17%	-44%[inhibitor]	-3%
CC(=O)NCCC(=O)N1CCCC(N2CCN(c3cccc(Cl)c3)CC2)C1 (stereo not drawn)
→ -13%	6%	-14%	16%	i	-3%	-3%	9%	0%
CCN1CCN(CC(=O)Nc2nc3ccccc3s2)CC1
→ 7%	5%	i	2%	i	4%	-12%	4%	0%
CSc1nc2ccccc2cc1/C=C(\C#N)c1ccc(Cl)c(Cl)c1
→ 44%[activator]	?	?	-6%	i	-2%	?	22%	-5%

# Profiles from above. Order of screens: HEK293 tox | GLP1R inv ag | PTHR1 ag | TDP43 rescue | Akt phos inh | aSyn yeast inh | FUS suppressor | Abeta rescue | MmCpn inh
# O=C(CSc1nnnn1C1CCCCC1)NCc1cccs1 in the list: -8% | -15% | -8% | 7% | i | 0% | -31% | -11% | 1%
# CCN(CC)c1ccc(/C=N/NC(=O)c2cccc(S(=O)(=O)Nc3ccccc3OC)c2)cc1 in the list: 37%[activator] | ? | -7% | 16% | i | 0% | 30% | -22% | -10%

# Only Akt phos inh, TDP43 rescue and MmCpn inh (four entries from above):
canonical_smiles	Akt phos inh	TDP43 rescue	MmCpn inh
CC(C)(C)OC(=O)N1CCC(c2c(C(=O)N3CCC(c4ccccc4)C3)cnn2-c2cccc(Cl)c2)CC1 (stereo not drawn)	·	2%	·
CCN1CCN(CC(=O)Nc2nc3ccccc3s2)CC1	i	2%	0%
CN(CCNC(=O)C1(O)c2ccccc2NC(=O)N1c1ccccc1)Cc1ccccc1 (stereo not drawn)	i	-6%	0%
O=c1c2ccccc2oc2nc(C3CCCCC3)n(Cc3ccco3)c(=O)c12	i	-20%	-3%

# Next compounds.
# Second line of a record – HEK293 tox	GLP1R inv ag	PTHR1 ag	TDP43 rescue	Akt phos inh	aSyn yeast inh	FUS suppressor	Abeta rescue	MmCpn inh
Cc1cc(C)cc(N(C(=O)CNC(=O)c2ccco2)C(C(=O)NC2CCCCC2)c2cccnc2)c1 (stereo not drawn)
→ 16%	11%	-16%	-3%	i	-4%	17%	-2%	-1%
CCCCn1c(N)c(N(CC(C)C)C(=O)c2cc3c(s2)CCC3)c(=O)[nH]c1=O
→ 0%	16%	i	-18%	i	0%	39%	-17%	1%
COc1ccc(C(=O)/C=C/c2cccnc2)c(OC)c1
→ -16%	?	-44%[inhibitor]	3%	i	1%	13%	-18%	-3%
O=S(=O)(NCC(c1ccco1)N1CCN(c2ccc(F)cc2)CC1)c1ccccc1 (stereo not drawn)
→ 3%	?	-23%	0%	·	·	10%	2%	·
Cc1ccc(S(=O)(=O)NNc2c3ccccc3nc3ccc(Cl)cc23)cc1
→ 50%[activator]	51%[activator]	-3%	4%	i	-8%	3%	-9%	·
COc1cc(OC)c(S(=O)(=O)NCc2ccco2)cc1S(=O)(=O)NCc1ccco1
→ 8%	13%	-19%[57.5 µM]	4%	·	2%	-4%	6%	-5%
O=C(CCc1nnc2ccc(N3CCCC3)nn12)Nc1ccc(F)c(F)c1
→ -3%	6%	-13%	10%	i	-1%	5%	-2%	0%
CC(C)c1ccc(-c2noc(C3CCCN(C(=O)c4ccc(F)cc4F)C3)n2)cc1 (stereo not drawn)
→ 3%	?	0%[57.5 µM]	-16%	i	3%	56%	14%	4%
c1csc(CNCCN2CCOCC2)c1
→ 17%	0%	i	-1%	·	6%	11%	-8%	0%
O=C(c1ccc(COc2ccccc2Br)cc1)N1CCCCC1
→ 2%	?	-36%[inhibitor]	1%	i	11%	39%	1%	-5%
CC(=O)Nc1ccc(C(=O)NCC(=O)OCc2ccccc2F)cc1
→ 2%	9%	6%	27%	i	0%	-17%	-7%	0%
CC(=O)Nc1ccc(S(=O)(=O)N2CCN(c3cc4c(cc3[N+](=O)[O-])n(C)c(=O)n4C)CC2)cc1
→ -13%	0%	-32%[inhibitor]	-3%	i	9%	?	1%	0%
COc1ccc(C2(O)CCN(C(=O)Cc3cccnc3)CC2)cc1
→ 3%	2%	i	-1%	i	6%	-3%	2%	-1%
CN(C)CCNc1nc2sc3c(c2c(=O)n1Cc1ccccc1)CCCCC3
→ ?	1.1µM*	i	-8%	i	-12%	3%	-7%	2%

# Assay outcomes (PubChem)
